p53 reactivator = re-activators of mutant p53; 0.063% of 320,000 active; AID 504706; H1299 p53-A138V BP100-luciferase reporter, luminescence, 24 h; Potency, µM (doses to about 92.2 µM), for inactives: top-dose activity change, positive = activation, hits mostly activators; further: potency means the concentration at half of the fitted maximal effect; % of control where 0% means no effect; nearly all actives have a fitted effect of over 45% in size
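p53-null H1299 cells stably carrying temperature-sensitive p53-A138V and a BP100-luciferase reporter were pinned with compounds (4-point, 1:5 series) and held 24 hrs at 37 deg C. Luminescence was read 10 min after detection reagent.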
uPA surface inh = blocks generation of uPA at the cell surface | cell surface uPA generation assay, qHTS | Potency, µM (doses to about 38.3 µM), for the others: at the top dose activity change, negative = inhibition, usual class: inhibitors | 0.31% of 330,000 active | AID 540303; active means well fitted inhibition curve with a large enough effect; inconclusive means small, poorly fitted or top-dose-only effect; inactive means no such curve, though single readings can be large or run the other way; tested in mouse RAW 264.7 cells; further: potency means the concentration at half of the fitted maximal effect; on the % scale 0 is the no-effect control and ±100 the full control effect; nearly all actives have a fitted effect of over 55% in size
Integrin act MD = integrin-mediated muscular dystrophy alleviation activation. alpha7betagal myoblasts, beta-gal FDG fluorescence, 48 h. 0.064% of 350,000 active. Potency, µM (top dose mostly 38.3 µM), for inactives: at the top dose activation, usual class: activators;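 further: potency means the concentration at half of the fitted maximal effect; 100% = response of the positive control SU9516; nearly all actives have a fitted effect of over 60% in size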
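alpha7betagal+/- myoblasts (passage 13, 250/well) treated 48 h at 37C with compounds at 1:260 dilution of DMSO stock. Lysed, then beta-galactosidase activity read as FDG fluorescence (ex 480/em 540) after 30 min, with pre-read for autofluorescence.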
BRCA1 expr act = BRCA1 expression activation | Potency, µM (series often up to 46.1 µM), for inactives: at the highest dose activation, hits mostly activators | MCF7-BRCA1-FFLuc reporter, luminescence, 48 h; response scale: scaled: vehicle 0%, 10 µM genistein 100% | 1.1% of 380,000 active; further: potency means the concentration at half of the fitted maximal effect; nearly all actives have a fitted effect of over 80% in size; some results filed as inactive show a strong effect at the top dose
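48 h compound treatment of MCF7-BRCA1-FFLuc cells (phenol-red free MEM, 37 °C), then 15 min with luciferase substrate and luminescence imaging.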
B2AR arrestin = recruits beta-arrestin to the human beta2-adrenergic receptor | beta-arrestin recruitment to beta2AR, cell-based reporter | Potency, µM (doses to about 46.1 µM), without a hit: top-dose activation, actives largely listed as activators | 0.02% of 330,000 active;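 further: potency means the concentration at half of the fitted maximal effect; 0% = DMSO controls and full agonism = EC100 isoproterenol or metaproterenol; nearly all actives have a fitted effect of over 65% in size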
ASM inhibitor = blocks human secretory acid sphingomyelinase. P17405. placental ASM, HMU-PC fluorogenic substrate, 60 min. Potency, µM (titrated, usually from 57.5 µM), without a hit: at the highest dose activity change, negative = inhibition, usual class: inhibitors. 0.006% of 340,000 active; further: potency means the concentration at half of the fitted maximal effect
Target sequence (P17405 47-631 limits assumed): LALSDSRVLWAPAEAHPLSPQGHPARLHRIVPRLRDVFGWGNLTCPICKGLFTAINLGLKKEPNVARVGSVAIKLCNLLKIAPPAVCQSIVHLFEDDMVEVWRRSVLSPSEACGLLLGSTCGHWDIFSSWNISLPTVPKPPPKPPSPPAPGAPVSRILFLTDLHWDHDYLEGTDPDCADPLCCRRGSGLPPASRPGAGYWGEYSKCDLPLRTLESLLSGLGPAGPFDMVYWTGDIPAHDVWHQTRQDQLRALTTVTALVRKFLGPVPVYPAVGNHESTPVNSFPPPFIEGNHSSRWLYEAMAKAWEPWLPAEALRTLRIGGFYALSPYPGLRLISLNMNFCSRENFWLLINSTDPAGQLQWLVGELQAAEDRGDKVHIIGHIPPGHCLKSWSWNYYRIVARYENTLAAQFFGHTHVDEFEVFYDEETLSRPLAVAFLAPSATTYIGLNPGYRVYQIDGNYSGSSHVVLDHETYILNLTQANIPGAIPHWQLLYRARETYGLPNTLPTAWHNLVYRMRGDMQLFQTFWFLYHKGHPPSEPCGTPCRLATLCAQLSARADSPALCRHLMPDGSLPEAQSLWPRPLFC
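qHTS format. ASM enzyme prepared from human placenta hydrolyses the fluorogenic substrate HMU-PC0 (9 uM final) over 60 min at 37 °C after a 10 min compound preincubation.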
PTAP TSG101 blk = blocks PTAP/TSG101 interaction to inhibit HIV-1 budding | AID 493005 | Q99816 | Potency, µM (series often up to 115 µM), for the others: at the highest dose activity change, negative = inhibition, hits mostly inhibitors | 340,000 tested, under 10 active | Fluorescence polarization, FITC-PTAP peptide / Tsg101 binding; active means well fitted inhibition curve with a large enough effect in the main read-out, with a control signal flat, not every such curve was filed as active; inconclusive means small, poorly fitted or top-dose-only effect, or effect the other way, or a change in a side signal; inactive means no such curve, though single readings can be large or run the other way; further: potency means the concentration at half of the fitted maximal effect; % of control where 0% means no effect
Target sequence (Q99816 whole entry, looked up): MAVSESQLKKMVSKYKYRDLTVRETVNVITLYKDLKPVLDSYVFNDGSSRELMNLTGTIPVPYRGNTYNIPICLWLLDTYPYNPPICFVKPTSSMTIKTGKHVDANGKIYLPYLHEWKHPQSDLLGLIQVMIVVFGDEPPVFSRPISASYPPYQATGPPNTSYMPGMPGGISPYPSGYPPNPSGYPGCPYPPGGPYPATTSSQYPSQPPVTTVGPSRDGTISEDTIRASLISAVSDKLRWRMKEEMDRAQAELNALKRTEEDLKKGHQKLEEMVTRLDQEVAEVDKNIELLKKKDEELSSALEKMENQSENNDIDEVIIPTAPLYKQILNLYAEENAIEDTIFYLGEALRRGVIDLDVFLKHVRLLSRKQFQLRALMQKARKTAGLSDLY
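Fluorescence polarization binding of Tsg101 binding domain (10 uM final) to FITC-labeled PTAP peptide (50 nM final) in HEPES pH 7.5 buffer with NaCl, Tween 20, EDTA, TCEP. Compounds added before peptide; binding 20 min at RT.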
Eya2 phos inh = inhibitors of human Eya2 phosphatase activity; Potency, µM (series often up to 76.9 µM), for the others: top-dose activity, negative = inhibition, usual class: inhibitors; 0.006% of 330,000 active; AID 488837; recombinant Eya2, OMFP fluorescence dephosphorylation (OMFP is methylfluorescein phosphate); O00167; further: potency means the concentration at half of the fitted maximal effect; on the % scale 0 is the no-effect control and ±100 the full control effect
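Eya2 protein (added as 0.2 uM solution) was preincubated with compound for 10 min at ambient temperature in 50 mM HEPES pH 7.5, 50 mM NaCl, 5 uM MgCl2, 0.05% BSA, 1 mM DTT. OMFP (added at 50 uM) then reacted 10 min; fluorescence read at 485/525 nm.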
TRPV1 agonist = activates the human vanilloid receptor TRPV1 | AID 540275 | 0.19% of 320,000 active | activation, % at 8.33 µM | TRPV1-expressing cells, Fluo-8 calcium influx, agonist mode; in the data active means activation above about 80%; inconclusive means between about 30% and that limit; further: 0% is about no effect
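Cells expressing TRPV1 were dye-loaded with Fluo-8 and read kinetically: 10 s baseline, 3 min after compound (agonist portion), then 2 min after EC20 capsaicin (allosteric enhancer portion). Calcium-bound dye fluorescence at 480/520 nm.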
USP2a block = blocks human ubiquitin-specific protease USP2a. O75604. USP2 core, Ub-CHOP2 coupled fluorogenic reporter, 485/531. Potency, µM (top dose mostly 38.3 µM), for the others: top-dose activity change, negative = inhibition, actives largely listed as inhibitors. 0.01% of 330,000 active. AID 463254;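 further: potency means the concentration at half of the fitted maximal effect; plate controls were DMSO wells for no effect and full inhibition by NEM control for full effect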
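USP2 core (10nM final) preincubated 30min RT with compound in 20mM Tris-HCl pH 8.0, 2mM CaCl2, 2mM beta-mercaptoethanol, 0.05% CHAPS; 25nM Ub-CHOP2 plus 25nM reporter substrate added, fluorescence (Ex485/Em531) read after 60min.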
ELG1 genotox = inducers of genotoxicity in HEK293T ELG1-luciferase cells. HEK293T ELG1-luciferase reporter, luminescence, 16 h. Potency, µM (series often up to 46 µM), for the others: at the top dose activity change, positive = activation, most hits filed as activators. 1.3% of 330,000 active; further: potency means the concentration at half of the fitted maximal effect; % of control where 0% means no effect; nearly all actives have a fitted effect of over 60% in size
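Step 1: seed 2,000 HEK293T ELG1-luciferase cells per well. Step 2: add compound or DMSO, incubate 16 hr at 37 °C. Step 3: ONE-Glo, 30 min at room temperature, read luminescence.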
* = called active by the depositor; i = inactive; ? = inconclusive; · = no result given; [ ] = remark or other dose. Unless noted, the call rests on the fitted dose curve; in most records, active means well fitted curve in the direction sought with a large enough effect; inconclusive means small, poorly fitted or top-dose-only effect, or another doubt; inactive means no such curve, though single readings can be large; an effect the other way counts as inactive or inconclusive.

canonical_smiles	Integrin act MD	PTAP TSG101 blk	uPA surface inh	ELG1 genotox	p53 reactivator	Eya2 phos inh	TRPV1 agonist	ASM inhibitor	USP2a block	B2AR arrestin	BRCA1 expr act
CC(C)N1CCN(Cc2ccc(C#CC(C)(C)O)s2)CC1CCO (configuration not stated)	11%	0%	1%	0%	3%	-4%	3	5%	2%	-0.5%	-34%
COc1cc(Cl)c(C)cc1NC(=O)CSc1ccccc1	0%	-12%	3%	-1%	-3%	-8%	12	0%	0%	-0.4%	2%
N=c1oc2cc(O)ccc2cc1C(=O)Nc1ccc(F)cc1	15%	2%	-19%	?	21%	-3%	1	i	2%	-0.2%	1.6µM*
c1ccc(C(c2ccccc2)N2CCN(c3nc4ccccc4n4cnnc34)CC2)cc1	-46%[inhibitor]	0%	-10%	4%	-6%	11%	-5	?	0%	-1.0%	-100%[inhibitor]
OCC[C@H]1C[C@H](O)[C@@H](O)[C@@]2(CCCc3ccccc3O2)O1	-11%	-2%	-4%	3%	1%	8%	3	2%	2%	-0.6%	5%
CCOC(=O)C(=NC1CCS(=O)(=O)C1)NNc1cc(Cl)ccc1Cl (configuration not stated)	39%	-3%	1%	-5%	-6%	-3%	24	-3%	-11%	-0.1%	-15%
CCCn1c2c(c(O)c(C(=O)Nc3ccc(OCC)cc3)c1=O)CCCC2	1%	-5%	1%	-2%	-4%	1%	-1	4%	-2%	0.2%	-16%
Cc1nc(CN(C)C(=O)c2cc(COc3c(F)cccc3F)on2)cs1	28%	1%	3%	1%	0%	?	3	-4%	2%	0.0%	35%
O=C(CCOc1ccccc1)Nc1ccnn1C1CCN(C(=O)CCC(F)(F)F)CC1	-7%	-2%	2%	4%	20%	4%	-1	4%	3%	0.4%	2%
COc1ccccc1NC(=O)CN(Cc1ccco1)C(=O)c1ccc(N2CCCC2=O)cc1	-2%	-3%	-3%	1%	-11%	11%	·	-2%	0%	-0.7%	1%
Cc1onc(-c2ccccc2Cl)c1C(=O)N1C=CC(C(F)(F)Cl)=NCC1	-5%	-4%	0%	-2%	7%	5%	7	-2%	1%	-0.1%	5%
CCN(CC)S(=O)(=O)c1cccc(-c2nnc(SCC(=O)NCCC3=CCCCC3)n2N)c1	-32%	-6%	-3%	-5%	-6%	8%	-1	-1%	1%	3.4%	0%
Nc1nccnc1C(=O)OCC(=O)Nc1ccc2[nH]c(=O)[nH]c2c1	-6%	-3%	-3%	-10%	11%	7%	2	40%[activator]	0%	-0.4%	-6%
COc1ccc(OC)c(NC(=O)COC(=O)c2ccc(OC)c(S(=O)(=O)N3CCOCC3)c2)c1	-30%	0%	4%	2%	5%	-6%	1	-2%	4%	0.3%	5%
CCCCc1ccc(NC(=O)N[C@H](C(=O)O)C(C)CC)cc1 (some centres not stated)	-7%	-7%	2%	3%	-4%	5%	-1	2%	2%	6.6%	-6%
O=C(O)c1ccc(NC(=S)Nc2ccc(S(=O)(=O)Nc3ccccn3)cc2)cc1	3%	-5%	2%	·	·	·	·	3%	·	·	16%
Cc1nnc(NC(=O)c2sc3ccccc3c2Cl)s1	36%	0%	-9%	?	0%	20%	-4	-3%	2%	-0.2%	-26%
COc1ccc(CC(=O)OCC(=O)NCC2CCCO2)cc1OC (configuration not stated)	-29%	-1%	9%	1%	-7%	-5%	0	1%	3%	0.3%	7%
O=[N+]([O-])c1ccc(/C=C/c2ccc3cccc(O)c3n2)cc1	-48%[inhibitor]	-9%	?	?	?	-5%	-5	-4%	0%	-0.8%	67%
O=c1c(Br)c(N2CCOCC2)cnn1-c1ccccc1	9%	1%	-4%	?	17%	1%	1	1%	9%	-0.5%	13µM*
CCCn1c(SCN2C(=O)c3ccccc3C2=O)nc2cc(Cl)ccc2c1=O	11%	0%	-2%	-1%	3%	-6%	3	0%	-3%	-0.3%	-22%
O=C(c1ccc(S(=O)(=O)Nc2cccc(C(F)(F)F)c2)cc1)N1CCN(c2ccccc2O)CC1	7%	-2%	0%	-3%	-11%	-23%	-7	-9%	-5%	-0.4%	-46%
O=C(OCCN1C(=O)c2ccccc2C1=O)c1cccs1	-1%	2%	-3%	-1%	21%	7%	27	-2%	-1%	-0.5%	0%
COC(=O)C(Cc1c[nH]c2ccccc12)NC(=O)C(=O)c1c[nH]c2ccccc12 (configuration not stated)	2%	0%	4%	-1%	3%	-3%	0	-14%	-1%	0.3%	2%

Seven entries out of the list, arranged by SMILES length, smallest number first:
canonical_smiles	Integrin act MD	PTAP TSG101 blk	uPA surface inh	ELG1 genotox	p53 reactivator	Eya2 phos inh	TRPV1 agonist	ASM inhibitor	USP2a block	B2AR arrestin	BRCA1 expr act
Cc1nnc(NC(=O)c2sc3ccccc3c2Cl)s1	36%	0%	-9%	?	0%	20%	-4	-3%	2%	-0.2%	-26%
O=C(OCCN1C(=O)c2ccccc2C1=O)c1cccs1	-1%	2%	-3%	-1%	21%	7%	27	-2%	-1%	-0.5%	0%
CCCCc1ccc(NC(=O)N[C@H](C(=O)O)C(C)CC)cc1 (some centres not stated)	-7%	-7%	2%	3%	-4%	5%	-1	2%	2%	6.6%	-6%
O=[N+]([O-])c1ccc(/C=C/c2ccc3cccc(O)c3n2)cc1	-48%[inhibitor]	-9%	?	?	?	-5%	-5	-4%	0%	-0.8%	67%
Nc1nccnc1C(=O)OCC(=O)Nc1ccc2[nH]c(=O)[nH]c2c1	-6%	-3%	-3%	-10%	11%	7%	2	40%[activator]	0%	-0.4%	-6%
COC(=O)C(Cc1c[nH]c2ccccc12)NC(=O)C(=O)c1c[nH]c2ccccc12 (configuration not stated)	2%	0%	4%	-1%	3%	-3%	0	-14%	-1%	0.3%	2%
COc1ccc(OC)c(NC(=O)COC(=O)c2ccc(OC)c(S(=O)(=O)N3CCOCC3)c2)c1	-30%	0%	4%	2%	5%	-6%	1	-2%	4%	0.3%	5%

(more compounds)
canonical_smiles	Integrin act MD	PTAP TSG101 blk	uPA surface inh	ELG1 genotox	p53 reactivator	Eya2 phos inh	TRPV1 agonist	ASM inhibitor	USP2a block	B2AR arrestin	BRCA1 expr act
COc1cc(C2=CN(Cc3ccccc3)CCC2=O)cc(OC)c1OC	-31%	-1%	1%	10%	-4%	-13%	·	3%	0%	0.4%	5%
Cc1cc(C[n+]2ncsc2N)c2ncccc2c1	-5%	-2%	3%	-2%	-3%	-27%	1	-3%	0%	-0.1%	0%
CN1CCN(C(=O)c2ccc3c(=O)n(Cc4ccco4)c(=S)[nH]c3c2)CC1	2%	-5%	0%	0%	-3%	-2%	0	-1%	1%	0.1%	-1%
Cn1c(SCC(=O)NCC2CCCO2)nnc1-c1cccc(NC(=O)c2ccccc2F)c1 (configuration not stated)	-2%	1%	5%	-3%	9%	3%	2	1%	1%	-0.1%	-8%
Cc1cc(F)ccc1S(=O)(=O)Nc1ccccc1C(=O)Nc1ncn[nH]1	40%	-1%	7%	0%	7%	14%	3	20%	6%	-0.2%	-21%
O=C(Nc1nc2ccccc2s1)c1ccc2c(c1)S(=O)(=O)c1ccccc1C2=O	·	·	·	4%	2%	11%	-4	·	3%	-0.2%	·
O=C(CC1C(=O)Nc2ccccc2N1CC(=O)N1CCCC1)Nc1ccc(Br)cc1 (configuration not stated)	4%	0%	?	-1%	-12%	-14%	0	2%	-3%	0.4%	-10%
CCCCCNC(=O)C1CCC(Cn2c(=S)[nH]c3ccccc3c2=O)CC1 (configuration not stated)	2%	-6%	0%	11%	-3%	4%	-4	-2%	-4%	0.0%	-53%
O=C1COc2ccc(C(=O)COC(=O)CCSc3ccccc3)cc2N1	0%	-1%	-1%	-1%	1%	8%	24	-3%	0%	-0.4%	0%
